# IDH1 mut inh – IDH1 R132H (human) inhibition | O75874 | inhibition, % at 10 µM | IDH1 R132H reductase, diaphorase/resazurin fluorescence, 60 min | 0.18% of 70,000 active; in the data active = inhibition above about 34%;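 also: 0% = DMSO and 100% = no enzyme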
# Target sequence (O75874 whole entry R132H): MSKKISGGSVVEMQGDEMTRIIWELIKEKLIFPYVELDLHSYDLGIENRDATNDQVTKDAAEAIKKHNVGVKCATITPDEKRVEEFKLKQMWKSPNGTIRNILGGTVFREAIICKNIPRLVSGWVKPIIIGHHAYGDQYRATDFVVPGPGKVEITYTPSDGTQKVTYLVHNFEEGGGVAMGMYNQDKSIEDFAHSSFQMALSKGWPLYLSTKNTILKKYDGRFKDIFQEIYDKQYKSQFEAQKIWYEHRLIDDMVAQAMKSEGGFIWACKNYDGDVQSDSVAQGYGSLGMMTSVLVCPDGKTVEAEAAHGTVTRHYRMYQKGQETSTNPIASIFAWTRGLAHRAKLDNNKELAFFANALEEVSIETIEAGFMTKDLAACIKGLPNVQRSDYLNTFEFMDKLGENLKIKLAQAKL
# EZH2 inh – blocks human EZH2/PRC2 H3K27 methylation; 0.35% of 57,000 active; DELFIA TRF, 1 h; inhibition, % at 12.5 µM;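 active = mean inhibition of replicates at least 50% and every single replicate also reaching 50%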;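 also: dimethyl H3K27 on biotinylated H3 21-44 peptide detected by antibody; plate controls were median neutral control wells for no effect and median positive control wells for full effect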
# An asterisk follows results filed as active; . = not tested or not shown. A portion of the library, so the mix of outcomes need not match the whole.
SMILES,IDH1 mut inh,EZH2 inh
C[C@@H]1CN([C@@H](C)CO)C(=O)c2cccc(N(C)C)c2O[C@@H]1CN(C)Cc1ccc(Oc2ccccc2)cc1,.,-10.6
COc1ccccc1-c1cn(CC[C@H]2CC[C@@H](NC(=O)CCN3CCCCC3)[C@@H](CO)O2)nn1,-0.6,-12.6
COc1cc(O)c(CCO)c2c1C(=O)C[C@@H](C)O2,0.2,14.0
CCCCC[C@H](O)/C=C/[C@@H]1[C@H]2C/C(=C/CCCC(=O)O)O[C@H]2C[C@H]1O,0.7,.
C[C@@H]1CCCCO[C@H](CN(C)C(=O)c2ccccc2)[C@@H](C)CN([C@@H](C)CO)C(=O)c2cc(N(C)C)ccc2O1,-6.0,8.2
Cc1cc(NC(=O)CSc2nnnn2-c2ccccc2)ccc1Cl,-0.2,-5.3
C[C@@H]1CCCCO[C@H](CN(C)C(=O)Nc2cccc3ccccc23)[C@@H](C)CN([C@@H](C)CO)C(=O)c2cc(NC(=O)CCCN(C)C)ccc2O1,1.1,.
C[C@@H]1CN([C@H](C)CO)C(=O)Cc2cc(NS(=O)(=O)c3cn(C)cn3)ccc2O[C@@H]1CN(C)CC1CC1,0.3,.
COc1ccc(S(=O)(=O)N(C)C[C@H]2Oc3ccc(NC(=O)Cn4cnnn4)cc3CC(=O)N([C@H](C)CO)C[C@H]2C)cc1,-0.6,.
Cc1noc(C)c1NC(=O)Nc1ccc2c(c1)C(=O)N([C@@H](C)CO)C[C@H](C)[C@H](CN(C)C)OCCCC[C@@H](C)O2,1.9,-6.4
C[C@H](CO)N1C[C@H](C)[C@H](CN(C)C(=O)Nc2cccc3ccccc23)Oc2ccc(NC(=O)Nc3ccc(C(F)(F)F)cc3)cc2CC1=O,-4.5,.
Cc1noc(C)c1NC(=O)Nc1ccc2c(c1)C(=O)N([C@@H](C)CO)C[C@H](C)[C@H](CN(C)CC1CCCCC1)O2,-0.7,8.3
Cc1cccc(OCC(=O)Nc2cccc(C(=O)Nc3ccccc3C(=O)O)c2)c1,-0.4,42.3
C[C@H]1CN([C@@H](C)CO)C(=O)Cc2cc(NC(=O)C3CC3)ccc2O[C@@H]1CN(C)C(=O)Nc1ccc(C(F)(F)F)cc1,0.4,-17.4
COc1ccc(NC(=O)Nc2ccc3c(c2)C(=O)N([C@H](C)CO)C[C@@H](C)[C@H](CN(C)Cc2ccc(C(F)(F)F)cc2)O3)cc1,-1.1,-5.0
C[C@@H]1CN([C@@H](C)CO)C(=O)c2cc(NC(=O)Nc3ccc4c(c3)OCO4)ccc2O[C@H]1CN(C)C(=O)Nc1ccc(C(F)(F)F)cc1,1.2,.
O=C(C[C@H]1C[C@@H]2c3cc(NC(=O)NC4CCCC4)ccc3O[C@@H]2[C@@H](CO)O1)NCCc1ccccc1,-0.3,4.3
COc1ccccc1S(=O)(=O)N(C)C[C@H]1OCc2ccccc2-c2ccccc2C(=O)N([C@H](C)CO)C[C@@H]1C,-5.2,3.3
COc1ccc(N(CC(=O)Nc2cccc([N+](=O)[O-])c2C)S(C)(=O)=O)cc1Cl,0.0,2.0
CC(C)CC#Cc1cnc2c(c1)C(=O)N([C@@H](C)CO)C[C@@H](C)[C@H](CN(C)C(=O)CN1CCOCC1)O2,-0.4,.
COc1ccccc1NC(=O)CSc1nnnn1-c1cc(C)cc(C)c1,0.0,26.6
C[C@@H]1CN([C@@H](C)CO)C(=O)c2cc(-c3ccccc3F)cnc2O[C@H]1CN(C)C,1.8,11.7
C[C@@H]1CN([C@H](C)CO)S(=O)(=O)c2ccc(C#Cc3ccccc3F)cc2O[C@H]1CN(C)C(=O)Cc1ccccc1,0.0,.
Cc1noc(C)c1S(=O)(=O)Nc1ccc2c(c1)CC(=O)N([C@@H](C)CO)C[C@H](C)[C@@H](CN(C)S(=O)(=O)c1cn(C)cn1)O2,0.1,.
CC(C)NC(=O)N(C)C[C@H]1Oc2ccc(NC(=O)Nc3ccc4c(c3)OCO4)cc2C(=O)N([C@@H](C)CO)C[C@H]1C,0.0,.
Cc1noc(C)c1S(=O)(=O)Nc1ccc2c(c1)CC(=O)N([C@@H](C)CO)C[C@@H](C)[C@H](CN(C)S(C)(=O)=O)O2,0.1,.
Cc1ccc(NC(=O)C2CC(=O)n3c(nc4ccccc43)N2)cc1Cl (stereo not drawn),0.3,25.1
Cc1ccc(N(C(=O)COc2ccc(C)cc2C)C2C=CS(=O)(=O)C2)cc1 (stereo not drawn),-0.3,9.0
Cn1c(=O)[nH]c(=O)c2c1ncn2CC(=O)NCc1ccccc1,1.9,.
C[C@@H]1CN([C@H](C)CO)C(=O)c2cc(NC(=O)c3ccncc3)ccc2O[C@H]1CN(C)S(C)(=O)=O,.,8.1

# Reprinted at random: 3 records from the list
SMILES,IDH1 mut inh,EZH2 inh
COc1ccccc1S(=O)(=O)N(C)C[C@H]1OCc2ccccc2-c2ccccc2C(=O)N([C@H](C)CO)C[C@@H]1C,-5.2,3.3
Cc1noc(C)c1S(=O)(=O)Nc1ccc2c(c1)CC(=O)N([C@@H](C)CO)C[C@@H](C)[C@H](CN(C)S(C)(=O)=O)O2,0.1,.
CC(C)CC#Cc1cnc2c(c1)C(=O)N([C@@H](C)CO)C[C@@H](C)[C@H](CN(C)C(=O)CN1CCOCC1)O2,-0.4,.

# (listing goes on)
SMILES,IDH1 mut inh,EZH2 inh
C[C@@H]1CCCCO[C@@H](CN(C)C(=O)c2ccccc2)[C@@H](C)CN([C@H](C)CO)C(=O)c2cc(NC(=O)c3ccncc3)ccc2O1,1.3,-1.8
O=C(NO)c1ccc(C(=O)N/N=C/c2ccc(Br)cc2)cc1,0.3,0.6
COc1ccc(N(C(C)C(=O)N2CCOCC2)S(C)(=O)=O)cc1 (stereo not drawn),-0.8,0.7
Cc1ccc(S(=O)(=O)NCC[C@H]2CC[C@H](NS(=O)(=O)c3ccccc3Cl)[C@H](CO)O2)cc1,0.0,-6.5
Cc1ccc(S(=O)(=O)NCCSc2nnnn2-c2cc(C)ccc2C)cc1,-0.5,34.2
COc1cccc(NC(=O)CSc2nnc(-c3ccccc3F)n2-c2ccccc2)c1,-0.4,1.6
C[C@@H]1CN([C@H](C)CO)C(=O)c2cc(NC(=O)CCCN(C)C)ccc2O[C@@H]1CN(C)S(=O)(=O)c1cn(C)cn1,0.4,.
C[C@@H]1CN([C@H](C)CO)C(=O)c2cc(NS(=O)(=O)c3ccccc3)ccc2O[C@@H]1CN(C)S(=O)(=O)c1cccs1,0.2,.
O=[N+]([O-])c1nn(-c2ccccc2)n(O)c1=NC1CCN(Cc2ccccc2)CC1,-0.1,-2.1
COc1ccc(CN(C)C[C@@H]2OCCCC[C@@H](C)Oc3ccc(NC(=O)NC(C)C)cc3C(=O)N([C@@H](C)CO)C[C@H]2C)cc1,.,7.7
C[C@@H]1CN([C@H](C)CO)C(=O)c2cc(NC(=O)Cc3cn(C)c4ccccc34)ccc2O[C@@H]1CN(C)C(=O)Nc1cccc2ccccc12,-0.5,.
C=C[C@](C)(O)CC[C@H]1C(C)=CC(=O)[C@H]2C(C)(C)CCC[C@]12C,-0.2,.
COCC(=O)Nc1ccc2c(c1)C(=O)N(C)C[C@@H](OC)[C@@H](C)CN(C(=O)NC(C)C)[C@@H](C)CO2,0.1,3.0
CN1C2=C(C(=O)CC(C)(C)C2)C(c2ccccc2OCC(=O)Nc2ccc(F)cc2)C2=C1CC(C)(C)CC2=O,0.6,-0.3
COc1ccc(NC(=O)CSc2nnc(C)s2)c([N+](=O)[O-])c1,-0.2,-6.9

# Profiles, quoted from the list. Order of screens: IDH1 mut inh | EZH2 inh
# COc1ccc(N(C(C)C(=O)N2CCOCC2)S(C)(=O)=O)cc1 (stereo not drawn) as listed: -0.8 | 0.7
# Cc1ccc(S(=O)(=O)NCCSc2nnnn2-c2cc(C)ccc2C)cc1 as listed: -0.5 | 34.2
# COc1ccc(NC(=O)CSc2nnc(C)s2)c([N+](=O)[O-])c1 as listed: -0.2 | -6.9
# C[C@@H]1CN([C@H](C)CO)C(=O)c2cc(NS(=O)(=O)c3ccccc3)ccc2O[C@@H]1CN(C)S(=O)(=O)c1cccs1 as listed: 0.2 | .
# C[C@@H]1CCCCO[C@@H](CN(C)C(=O)c2ccccc2)[C@@H](C)CN([C@H](C)CO)C(=O)c2cc(NC(=O)c3ccncc3)ccc2O1 as listed: 1.3 | -1.8

# Additional compounds.
SMILES,IDH1 mut inh,EZH2 inh
C[C@H](CO)N1C[C@H](C)[C@H](CN(C)Cc2ccc(Cl)c(Cl)c2)Oc2ccc(NS(=O)(=O)c3ccccc3)cc2CC1=O,2.2,-4.0
COCC#Cc1cnc2c(c1)C(=O)N([C@@H](C)CO)C[C@@H](C)[C@H](CN(C)C(=O)c1cccc(F)c1)O2,-0.1,.
C[C@@H]1CCCCO[C@@H](CN(C)Cc2ccccc2)[C@@H](C)CN([C@@H](C)CO)C(=O)c2cc(NS(C)(=O)=O)ccc2O1,1.8,-16.5
Cc1noc(C)c1NC(=O)N(C)C[C@H]1Oc2ccc(NC(=O)C3CC3)cc2CC(=O)N([C@H](C)CO)C[C@@H]1C,0.5,.
CC(C)NC(=O)Nc1ccc2c(c1)C(=O)N([C@H](C)CO)C[C@H](C)[C@@H](CN(C)C(=O)CCCN(C)C)OCCCC[C@@H](C)O2,0.8,-6.5
COc1cc([C@H]2OC[C@H]3[C@@H]2CO[C@@H]3c2ccc(OC)c(OC)c2)ccc1O,-0.1,.
CO[C@@H]1CN(C)C(=O)c2cc(NC(=O)NC(C)C)ccc2OC[C@H](C)N(Cc2cncnc2)C[C@H]1C,.,1.1
C[C@H](CO)N1C[C@H](C)[C@@H](CN(C)C(=O)Nc2ccc3c(c2)OCO3)OCCCC[C@H](C)Oc2ccc(NC(=O)Nc3ccccc3)cc2C1=O,-0.4,.
CO[C@@H]1CN(C)C(=O)c2cc(NC(=O)C3CC3)ccc2OC[C@H](C)N(CC2CCCC2)C[C@@H]1C,0.0,-13.0
Cc1noc(C)c1NC(=O)N(C)C[C@H]1Oc2c(NS(=O)(=O)c3c(C)noc3C)cccc2C(=O)N([C@@H](C)CO)C[C@H]1C,2.2,.
COC(=O)c1ccccc1NC(=O)CSc1nnnn1-c1cccc2ccccc12,-0.7,15.1
COCC#Cc1ccc2c(c1)O[C@H](CN(C)S(C)(=O)=O)[C@@H](C)CN([C@H](C)CO)S2(=O)=O,-0.5,11.0
C=CCOC(=O)[C@H]1[C@@H]2C(=O)O[C@@H](c3ccccc3)[C@@H](c3ccccc3)N2[C@@H](c2ccc(OCCOC(=O)[C@@H]3C[C@@H]4C(=O)N5CCC[C@H]5C(=O)N4[C@@H]3c3ccc(O)cc3)cc2)[C@]12C(=O)Nc1ccc(I)cc12,.,-23.4
CO[C@@H]1CN(C)C(=O)c2cc(NC(=O)NC(C)C)ccc2OC[C@@H](C)N(C(=O)CC2CC2)C[C@H]1C,0.1,7.4
CCCNC(=O)C[C@@H]1C[C@@H]2c3cc(NC(=O)Nc4ccccc4F)ccc3O[C@@H]2[C@H](CO)O1,0.1,-0.2
CCNC(=O)C[C@H]1C=C[C@@H](NS(=O)(=O)c2ccc(F)cc2)[C@@H](CO)O1,-0.1,15.4
Cc1cc(C(=O)Nc2cccc3c2O[C@@H](CN(C)CC2CCCCC2)[C@H](C)CN([C@@H](C)CO)C3=O)n(C)n1,-2.5,-1.4
O=C(NCCc1c[nH]c2ccccc12)NC12CC3CC(CC(C3)C1)C2,-0.5,-4.3
C[C@H](CO)N1C[C@H](C)[C@@H](CN(C)Cc2ccc(-c3ccccc3)cc2)Oc2ccc(NC(=O)CCCN(C)C)cc2CC1=O,5.6,.
C[C@H](CO)N1C[C@H](C)[C@H](CN(C)C)Oc2cc(C#Cc3ccccc3)ccc2S1(=O)=O,1.0,-12.2
C[C@H](O)C#Cc1ccc2c(c1)O[C@H](CN(C)CC1CCOCC1)[C@H](C)CN([C@@H](C)CO)S2(=O)=O,3.9,21.2
Cc1noc(C)c1S(=O)(=O)N(C)C[C@@H]1OCc2ccccc2-c2c(n(C)c3ccccc23)C(=O)N([C@H](C)CO)C[C@@H]1C,-0.5,-22.0
C[C@@H]1CN([C@H](C)CO)C(=O)c2cc(C#CC3(O)CCCC3)cnc2O[C@@H]1CN(C)S(=O)(=O)c1ccccc1,5.7,-1.6
COc1ccc(CN(C)C[C@@H]2OCCCC[C@H](C)Oc3ccc(NC(=O)C4CCCCC4)cc3C(=O)N([C@H](C)CO)C[C@@H]2C)cc1,6.1,.
Cc1ccc(S(=O)(=O)N[C@@H]2CC[C@H](CCNS(=O)(=O)Cc3ccccc3)O[C@@H]2CO)cc1,0.4,0.4
C[C@H](CO)N1C[C@H](C)[C@H](CN(C)CC2CC2)Oc2ccc(NC(=O)c3ccncc3)cc2C1=O,3.1,.
CC(C)Cc1cnc(CCC(N)=O)c(=O)[nH]1,0.2,-1.3
O=C(CCCCCC(=O)Nc1ccccc1O)N/N=C/c1cc(F)ccc1O,-0.4,-5.5
CC(C)NC(=O)Nc1ccc2c(c1)C(=O)N([C@H](C)CO)C[C@H](C)[C@@H](CN(C)Cc1ccc(Cl)c(Cl)c1)OCCCC[C@@H](C)O2,-2.0,.
O=C(C[C@@H]1C[C@@H]2c3cc(NS(=O)(=O)c4ccc(F)cc4)ccc3O[C@@H]2[C@H](CO)O1)NCc1ccc(Oc2ccccc2)cc1,0.2,-15.7
Clc1ccc(N2CCN(Cc3c[nH]c4ncccc34)CC2)cc1,1.7,.
O=C(CSc1ncnc2scc(-c3ccc(Cl)cc3)c12)NCC1CCCO1 (stereo not drawn),0.1,5.1
C[C@H]1CN([C@@H](C)CO)C(=O)c2cccc(NC(=O)NC3CCCCC3)c2O[C@@H]1CN(C)CC1CC1,.,-5.3
CNC[C@@H]1OCCCC[C@@H](C)Oc2ccc(NC(=O)CCCN(C)C)cc2C(=O)N([C@H](C)CO)C[C@H]1C,.,-5.3
C[C@H](CO)N1C[C@H](C)[C@@H](CN(C)C)Oc2cc(C#Cc3cccc(F)c3)ccc2S1(=O)=O,-0.7,-16.3
C[C@H](CO)N1C[C@H](C)[C@H](CN(C)S(=O)(=O)c2ccccc2)Oc2ccc(NC(=O)CCN3CCOCC3)cc2CC1=O,0.6,.

# Source: PubChem
